# AHR activator: activators of human aryl hydrocarbon receptor; activation, % at 5 µM; 320,000 tested, 2.5% active; AHR-responsive luciferase reporter cells, luminescence; in the data active = activation above about 47%;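 also: 0% = vehicle wells and 100% = reference agonist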
# pPAFAH inh: pPAFAH (human) enzyme inhibition. Q13093. recombinant pPAFAH, FP-rhodamine probe fluorescence polarization. inhibition, % at 3.39 µM. 330,000 tested, 1.5% active. AID 463082;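 active = inhibition above the mean inhibition across the screen plus 3 SD, cut at about 25% in these data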;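 also: inhibitors block binding of the rhodamine activity-based probe so polarization drops; 0% = enzyme with DMSO and 100% = wells lacking pPAFAH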
# Target sequence (Q13093 whole entry, looked up): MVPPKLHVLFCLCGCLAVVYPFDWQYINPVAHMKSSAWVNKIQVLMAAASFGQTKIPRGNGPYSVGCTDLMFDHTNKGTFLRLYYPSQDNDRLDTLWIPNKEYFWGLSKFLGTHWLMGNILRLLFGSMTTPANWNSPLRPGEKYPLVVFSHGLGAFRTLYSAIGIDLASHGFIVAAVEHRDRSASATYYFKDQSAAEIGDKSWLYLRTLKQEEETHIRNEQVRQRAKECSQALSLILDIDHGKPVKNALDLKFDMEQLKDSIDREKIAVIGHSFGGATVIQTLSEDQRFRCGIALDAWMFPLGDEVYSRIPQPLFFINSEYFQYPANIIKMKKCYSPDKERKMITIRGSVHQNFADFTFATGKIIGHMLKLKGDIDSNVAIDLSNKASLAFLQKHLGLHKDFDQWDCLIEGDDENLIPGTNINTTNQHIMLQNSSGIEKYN
# MCL1 BIM primary: MCL1-BIM-BH3 interaction inhibition (human) | Q07820 | GST-MCL1 / FITC-Bim-BH3 fluorescence polarization | inhibition, % at 10.9 µM | 320,000 tested, 0.68% active | AID 2057;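 active = inhibition above the mean inhibition of all tested compounds plus 3 SD, set per campaign, cut at about 40% in these data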;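 also: 0% = DMSO wells and 100% = unlabeled Bim-BH3 peptide control; higher means more loss of mP so more displacement of Bim peptide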
# MEX-5 binding: C. elegans MEX-5 TCR-2 RNA binding activity; activity score (negative = inhibition of binding), % at 10 µM; MEX-5/FITC-TCR2 RNA binding, fluorescence polarization; active compounds read low; 300,000 tested, 0.38% active;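 active = inhibition past about -25% in most replicates, and total fluorescence under double the plate's negative control median, limit read from the data; inconclusive = replicates evenly split on the limit, or fluorescence at least double controls; inactive = too little inhibition in most replicates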;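 also: 0% = DMSO and -100% = 5 µM competing unlabeled TCR2 RNA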
# Fam108B inh: counter-screen for RBBP9 inhibitors: inhibitors of mouse Fam108B | inhibition, % at 9.51 µM | 300,000 tested, 0.33% active | recombinant Fam108B, FP-Rh probe fluorescence polarization;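 active = inhibition above the screen mean inhibition plus 3 SD, computed separately per campaign, cut at about 18% in these data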;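 also: inhibitors lower polarization as less probe binds the enzyme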
# BCLXL inh: inhibitors of human Bcl-xL | Q07817 | GST-Bcl-xL / FITC-Bim BH3 peptide fluorescence polarization | inhibition, % at 10.9 µM | 320,000 tested, 0.7% active | AID 2129;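 active = inhibition above the mean of all tested compounds plus 3 SD, cutoff set per campaign, cut at about 30% in these data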;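 also: 0% = DMSO wells and 100% = unlabeled Bim-BH3 peptide competitor; inhibitors lower millipolarization by displacing the labeled peptide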
# Target sequence (Q07817 whole entry, looked up): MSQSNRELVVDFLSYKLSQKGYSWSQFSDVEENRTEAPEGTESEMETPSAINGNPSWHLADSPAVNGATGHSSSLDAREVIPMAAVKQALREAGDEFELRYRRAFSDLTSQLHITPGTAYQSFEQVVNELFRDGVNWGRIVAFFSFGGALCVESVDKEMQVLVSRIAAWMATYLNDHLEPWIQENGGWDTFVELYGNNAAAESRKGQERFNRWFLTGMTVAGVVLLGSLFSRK
# PME-1 inh: blocks human protein phosphatase methylesterase 1; Q9Y570; inhibition, % at 5.9 µM; 320,000 tested, 0.53% active; recombinant PME-1, FP-Rh probe fluorescence polarization; AID 2130;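 active = inhibition above the campaign mean of all compounds plus 3 SD, cut at about 26% in these data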;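 also: competitive labeling of PME-1 active site by serine hydrolase directed probe; 0% = PME-1 with DMSO and 100% = wells lacking PME-1 enzyme; inhibitors block probe labeling so polarization falls and inhibition rises; many of its hits are not listed in these tables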
# Target sequence (Q9Y570 whole entry, looked up): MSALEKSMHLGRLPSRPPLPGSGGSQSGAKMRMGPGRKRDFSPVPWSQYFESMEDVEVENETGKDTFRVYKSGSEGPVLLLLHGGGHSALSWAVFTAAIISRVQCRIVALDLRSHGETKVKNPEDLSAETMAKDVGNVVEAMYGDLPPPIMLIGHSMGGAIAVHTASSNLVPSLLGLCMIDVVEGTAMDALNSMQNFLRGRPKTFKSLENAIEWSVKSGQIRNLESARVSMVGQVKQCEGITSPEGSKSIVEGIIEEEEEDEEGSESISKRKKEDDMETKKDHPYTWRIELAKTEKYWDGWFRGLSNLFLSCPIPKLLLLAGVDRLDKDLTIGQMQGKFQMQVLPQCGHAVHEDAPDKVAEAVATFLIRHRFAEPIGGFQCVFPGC
# PAFAH1B2 FP inh: blocks human PAF acetylhydrolase 1b catalytic subunit 2; inhibition, % at 3.39 µM; recombinant PAFAH1B2, FP-rhodamine activity probe, fluorescence polarization; 340,000 tested, 1.2% active; P68402;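 active = inhibition above the mean of all tested compounds plus 3 SD, cut at about 24% in these data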;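 also: 0% = enzyme with DMSO and 100% = wells lacking PAFAH1B2; many of its hits are not listed in these tables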
# GLD-1 RNA inh: GLD-1-TGE RNA interaction inhibition (C. elegans). Q17339. purified GLD-1 + fluorescein TGE RNA, fluorescence polarization. inhibition, % at 5.96 µM. 320,000 tested, 0.44% active;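 active = percent inhibition above a per-plate cutoff, the plate mean of test compounds plus 3 SD, cut at about 30% in these data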;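 also: 0% = DMSO wells with GLD-1 and probe and 100% = wells lacking GLD-1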
# * = called active by the depositor; ? = inconclusive; . = no result given.
SMILES,AHR activator,pPAFAH inh,MCL1 BIM primary,MEX-5 binding,Fam108B inh,BCLXL inh,PME-1 inh,PAFAH1B2 FP inh,GLD-1 RNA inh
O=C(O)CC(NS(=O)(=O)c1ccc2c(c1)OCCO2)c1ccccc1[N+](=O)[O-] (stereo unspecified),45,-5,.,.,.,.,.,2,0
CCOc1ccc(/C=N/NC(=O)c2ccccc2NC(=O)c2ccc(OC)cc2)cc1,106*,-6,5,-1.7,-36,1,-125,-8,2
CCOc1ccc(S(=O)(=O)Nc2nc3ccccc3nc2-n2ccc(=NC(=O)c3ccccc3C)cc2)cc1,-2,2,9,?,-1,16,0,-2,-1
c1ccc2c(Nc3ccc4c(c3)OCCO4)c3c(nc2c1)CCCC3,37,12,-9,1.5,3,2,-11,2,-2
CCCN(CCC)C(=O)C1CCCN(S(=O)(=O)c2ccc3c(c2)oc(=O)n3C)C1 (stereo unspecified),-1,7,-9,-0.7,2,3,-2,-3,5
COC(=O)c1ccn(CSc2cc(Cl)ccc2Cl)n1,-2,2,5,.,.,8,1,7,4
COc1ccccc1C(=O)NCC(=O)N/N=C(\C)Cc1ccccc1,14,0,0,1.1,0,4,-5,1,4
Cc1cc(NC(=O)CCC(=O)N(CC(C)C)C(C(=O)NC(C)(C)C)c2ccccc2Cl)no1 (stereo unspecified),3,7,-5,-2.9,-2,3,-2,7,5
Cc1cccc(CCNC(=O)CCNS(=O)(=O)c2cc(Br)cnc2N)c1,1,4,0,2.9,0,5,3,2,-1
COc1ccc(NC(=O)c2cc3ccccc3o2)cn1,0,3,7,4.1,1,3,-7,-2,0
CCN(CC)S(=O)(=O)c1csc(C(=O)NCc2ccccc2)c1,-2,3,4,2.5,1,6,-2,6,-4
CCC(=O)NC(NC(=S)Nc1c(C)n(C)n(-c2ccccc2)c1=O)C(Cl)(Cl)Cl (stereo unspecified),-2,-5,-4,0.9,0,-3,2,1,-10
Nc1nc(-c2ccco2)nn1C(=O)c1ccc([N+](=O)[O-])cc1,0,-1,-5,3.9,-4,3,-1,-4,5
CCOC(=O)C1CCCN(C(=O)C2CCN(C(=O)Nc3ccccc3)CC2)C1 (stereo unspecified),-2,5,-1,1.0,-1,2,-1,6,3
COc1ccc(N2CC(C(=O)Nc3ccc(S(=O)(=O)Nc4nccs4)cc3)CC2=O)cc1 (stereo unspecified),7,8,-5,-1.4,-2,4,-3,1,-8
CCNc1nc(NCC)nc(OCCNS(=O)(=O)c2ccccc2)n1,3,8,-4,-5.4,-8,4,-5,0,-1
CCCn1ncc(CN2CCC(Oc3ccc(C(=O)N4CCCC4)cc3)CC2)c1C,-2,0,1,-1.4,4,3,-2,3,-5
CN1CCN(S(=O)(=O)c2cccc(C(=O)Oc3ccccc3Cl)c2)CC1,2,0,4,0.9,5,2,-5,11,5
Cc1nc(-c2ccc(Cl)cc2)sc1C1(C)CC(c2c(Cl)cccc2Cl)=NO1 (stereo unspecified),0,-5,25,3.8,-4,5,0,-4,4
CC(C)CCNC(=O)c1cccc(S(=O)(=O)N2CCc3ccccc32)c1,25,-2,4,4.2,-6,7,2,4,4
COc1ccc(C(=O)NCCN2CCOCC2)c(OC)c1OC,2,7,6,-2.7,5,-4,6,2,-5
CCN(CC)Cc1c(O)ccc2c(-c3ccccc3)cc(=O)oc12,1,3,14,-0.1,0,11,2,8,4
Cc1ccc2[nH]c3c(=O)n(N)c(=O)[nH]c3c2c1,27,0,-3,0.2,1,1,0,.,6
Cc1ccc(C(=O)OCc2nnc(-c3ccccc3)o2)o1,-3,5,5,1.8,3,2,4,-1,5
O=S(=O)(NCCc1cn2ccccc2n1)c1ccc(F)c(C(F)(F)F)c1,1,1,0,6.2,-4,1,3,16,1

# (list continues)
SMILES,AHR activator,pPAFAH inh,MCL1 BIM primary,MEX-5 binding,Fam108B inh,BCLXL inh,PME-1 inh,PAFAH1B2 FP inh,GLD-1 RNA inh
CCCCN(CCCC)CCCNC(=O)c1ccc2nc(-c3ccccc3NC(C)=O)c(=O)[nH]c2c1,6,-6,5,-0.5,-2,8,-1,3,0
N#Cc1ccccc1OCC(=O)OCC(=O)NC1CCCCCC1,6,3,-12,.,.,-6,-2,3,4
COCCOc1ccc(C(F)(F)F)cc1NC(=O)c1ccc(F)cc1,54*,-1,-11,2.3,-1,-4,-9,3,1
Cc1ccc(C(=O)NCCNC(=O)c2ccco2)cc1C,-1,3,4,2.2,2,2,3,2,1
Cc1nn(CC(=O)N2CCOCC2)c(=O)c2nn(-c3ccccc3)c(C)c12,1,-6,0,0.3,1,4,-1,2,2
COC(=O)c1c(-c2ccccc2)c(-c2ccccc2)nn(C)c1=O,1,3,2,1.0,2,3,9,4,5
CCN(c1ccccc1)S(=O)(=O)c1ccc(OC)c(NC(=O)c2cccs2)c1,2,13,7,-0.3,3,8,7,2,3
N#Cc1ccccc1NC(=O)COC(=O)COc1ccccc1[N+](=O)[O-],11,5,0,-1.7,5,4,9,2,2
CCn1cc(C2=NOC(C(=O)O)C2)c(C)n1 (stereo unspecified),2,0,4,0.2,-4,3,1,-4,2
CON(C)c1nc(NCC(C)C)nc(OCC#N)n1,4,0,0,-1.0,-3,3,3,8,4
CC(=O)N(C1=C(O)c2ccccc2C(=O)C1=O)C1CCCCC1,-1,-2,-2,-3.5,-2,0,0,4,1
O=C(CN1C(=O)CCC1=O)Nc1ccc(Br)cc1,2,5,-11,1.8,4,-5,3,0,-2
CCOC(=O)c1c(C)[nH]c(C(=O)N(C)Cc2cccc(OC)c2OC)c1C,0,6,0,1.9,-1,2,3,-1,0
COc1ccc(S(=O)NC2CCCCC2)c(OC)c1C (stereo unspecified),3,1,9,-4.1,3,4,2,2,-2
Cc1cccnc1NC(=O)c1ccc(Cl)c(S(=O)(=O)N2CCCCC2)c1,16,1,5,-0.8,3,4,-10,6,1
COc1cc(OC)cc(-c2nnc(SCC(=O)N(C(C)C)C(C)C)o2)c1,14,7,-2,-0.9,1,2,0,6,-1
O=C(COc1cccc(C(F)(F)F)c1)NNC(=O)Cc1ccc(S(=O)(=O)N2CCOCC2)s1,2,9,0,.,.,10,-11,8,12
COc1ccc(C(=O)Nc2cc(C)on2)cc1OC,3,-2,0,-1.0,-1,6,-2,1,-5
CN(CCOc1ccccc1)C(=O)c1cc(COc2c(F)cccc2F)on1,3,2,4,4.4,0,6,1,5,-2
Cc1cccc(N(CC(=O)NCCSCc2ccccc2)S(C)(=O)=O)c1C,-2,7,11,0.0,-1,5,-2,0,4
c1ccc2c(c1)CCCC2NC1=NCCC1 (stereo unspecified),7,-6,10,0.5,-4,4,-8,-4,-6
CN(CC(O)COc1ccc2ccccc2c1)C1CCCCC1 (stereo unspecified),2,0,9,2.0,0,2,3,6,5
CC(=O)OCC(=O)[C@@]1(O)CC[C@H]2[C@@H]3C[C@H](C)C4=CC(=O)C=C[C@]4(C)[C@H]3[C@@H](O)C[C@@]21C,9,-5,11,2.2,3,1,-6,7,5
O=c1c(Cc2ccc(Cl)cc2)c(O)ccn1Cc1ccccc1,6,6,6,0.1,8,5,-1,1,8
CCc1nc(Nc2ccc(N3CCN(C(C)=O)CC3)cc2)c2oc3ccccc3c2n1,7,42*,12,-2.0,4,6,25,1,4

# Next section
SMILES,AHR activator,pPAFAH inh,MCL1 BIM primary,MEX-5 binding,Fam108B inh,BCLXL inh,PME-1 inh,PAFAH1B2 FP inh,GLD-1 RNA inh
Cc1noc(COc2ccccc2OCC(O)CNC(C)(C)C)n1 (stereo unspecified),2,5,-4,-0.6,3,1,-3,7,-3
CN(C)CCCCOc1cccc(Br)c1,-1,2,2,-1.7,2,7,2,1,5
Cc1ccc(NC(=O)CSc2nnc(-c3ccncc3)s2)cc1,2,4,-5,1.6,-1,-7,-3,9,-6
CC(=O)c1c(C)[nH]c(C(=O)OC(C)C(=O)Nc2ccc(C)c(S(=O)(=O)N3CCOCC3)c2)c1C (stereo unspecified),0,-3,-9,.,.,-1,-2,-7,8
CC(=O)Oc1ccc(N2C(=O)C3C4C=CC(O4)C3C2=O)cc1 (stereo unspecified),-4,-2,-2,0.8,-1,5,-1,4,6
COCCn1c(N)c(C(=O)NCc2cccs2)c2nc3ccccc3nc21,31,17,-12,-6.3,-2,-4,20,4,-3
CS(=O)(=O)N(CC(=O)NC1CCCCCC1)Cc1ccc(Cl)cc1,1,4,10,1.0,7,4,5,24,4
O=C(NC1CCN(Cc2nnnn2CCc2ccccc2)CC1)c1ccccc1F,2,4,-3,-1.4,-1,1,6,9,-4
CN(Cc1nc2ccccc2n1C)C(=O)c1cccs1,-3,1,10,1.0,-1,4,8,4,3
CC12CN3CC(C)(CN(C1)C3c1ccc(Br)cc1)C2 (stereo unspecified),-3,-1,3,1.4,2,0,-4,3,0

# 13 entries from above, with values under each structure:
# Order of values: AHR activator | pPAFAH inh | MCL1 BIM primary | MEX-5 binding | Fam108B inh | BCLXL inh | PME-1 inh | PAFAH1B2 FP inh | GLD-1 RNA inh
COCCOc1ccc(C(F)(F)F)cc1NC(=O)c1ccc(F)cc1
    54* | -1 | -11 | 2.3 | -1 | -4 | -9 | 3 | 1
Cc1ccc(C(=O)NCCNC(=O)c2ccco2)cc1C
    -1 | 3 | 4 | 2.2 | 2 | 2 | 3 | 2 | 1
Cc1nn(CC(=O)N2CCOCC2)c(=O)c2nn(-c3ccccc3)c(C)c12
    1 | -6 | 0 | 0.3 | 1 | 4 | -1 | 2 | 2
COC(=O)c1c(-c2ccccc2)c(-c2ccccc2)nn(C)c1=O
    1 | 3 | 2 | 1.0 | 2 | 3 | 9 | 4 | 5
CCN(c1ccccc1)S(=O)(=O)c1ccc(OC)c(NC(=O)c2cccs2)c1
    2 | 13 | 7 | -0.3 | 3 | 8 | 7 | 2 | 3
N#Cc1ccccc1NC(=O)COC(=O)COc1ccccc1[N+](=O)[O-]
    11 | 5 | 0 | -1.7 | 5 | 4 | 9 | 2 | 2
CCn1cc(C2=NOC(C(=O)O)C2)c(C)n1 (stereo unspecified)
    2 | 0 | 4 | 0.2 | -4 | 3 | 1 | -4 | 2
CON(C)c1nc(NCC(C)C)nc(OCC#N)n1
    4 | 0 | 0 | -1.0 | -3 | 3 | 3 | 8 | 4
CC(=O)N(C1=C(O)c2ccccc2C(=O)C1=O)C1CCCCC1
    -1 | -2 | -2 | -3.5 | -2 | 0 | 0 | 4 | 1
O=C(CN1C(=O)CCC1=O)Nc1ccc(Br)cc1
    2 | 5 | -11 | 1.8 | 4 | -5 | 3 | 0 | -2
CCOC(=O)c1c(C)[nH]c(C(=O)N(C)Cc2cccc(OC)c2OC)c1C
    0 | 6 | 0 | 1.9 | -1 | 2 | 3 | -1 | 0
COc1ccc(S(=O)NC2CCCCC2)c(OC)c1C (stereo unspecified)
    3 | 1 | 9 | -4.1 | 3 | 4 | 2 | 2 | -2
Cc1cccnc1NC(=O)c1ccc(Cl)c(S(=O)(=O)N2CCCCC2)c1
    16 | 1 | 5 | -0.8 | 3 | 4 | -10 | 6 | 1

# A portion of the library; count on the stated rates, not on these rows.
